DAGLB inhibitor – diacylglycerol lipase beta (human) inhibition. HEK293T DAGLB membrane lysate, EnzChek fluorogenic substrate. hit rate 0.059% among 340,000. Q8NCG7. inhibition, % at 5.17 µM; in the data active = inhibition above about 34%;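 note: 0% = enzyme with vehicle and 100% = wells lacking enzyme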
Target sequence (Q8NCG7 whole entry, looked up): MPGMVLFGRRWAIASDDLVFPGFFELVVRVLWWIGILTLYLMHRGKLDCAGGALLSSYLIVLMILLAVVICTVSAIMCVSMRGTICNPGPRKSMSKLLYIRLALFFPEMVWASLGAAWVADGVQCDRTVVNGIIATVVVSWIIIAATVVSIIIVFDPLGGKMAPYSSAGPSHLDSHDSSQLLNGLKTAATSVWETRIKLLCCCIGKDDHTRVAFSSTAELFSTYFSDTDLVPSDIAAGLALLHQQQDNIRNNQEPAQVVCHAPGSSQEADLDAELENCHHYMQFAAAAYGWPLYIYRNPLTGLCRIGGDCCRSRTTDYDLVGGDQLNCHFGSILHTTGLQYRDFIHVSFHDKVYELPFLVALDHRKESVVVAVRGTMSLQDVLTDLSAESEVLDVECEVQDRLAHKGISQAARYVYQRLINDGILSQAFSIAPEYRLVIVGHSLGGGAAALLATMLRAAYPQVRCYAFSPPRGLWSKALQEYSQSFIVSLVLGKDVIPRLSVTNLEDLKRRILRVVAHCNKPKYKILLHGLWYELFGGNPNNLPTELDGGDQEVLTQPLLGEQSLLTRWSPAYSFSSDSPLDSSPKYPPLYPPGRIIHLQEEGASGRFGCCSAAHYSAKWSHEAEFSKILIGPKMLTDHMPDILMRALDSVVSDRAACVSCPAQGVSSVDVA
Arrestin-AP2 inh – human beta-arrestin and AP2 interaction inhibition | FITC-arrestin peptide / GST-AP2 beads, flow cytometry; AP2 beta2 appendage carries R879A mutation | inhibition, % at 10 µM | hit rate 0.31% among 340,000 | AID 504490;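 active = inhibition above a set limit, near 3 SD of compounds lacking own fluorescence, cut at about 54% in these data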;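 note: plate controls were DMSO wells for no effect and 5 µM unlabelled arrestin peptide for full effect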
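System: GST-AP2 R879A glutathione beads; medium: PBS, Tween 20 0.05%, BSA 0.1%; reagent: fluorescein-tagged arrestin peptide at 50 nM final; schedule: pre-incubation 12 min, peptide binding 1 h, room temperature; detection: flow cytometry, FL1 (488/535 nm); read-out: inhibition as reduced fluorescein signal on beads, percent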
NSD2 inh – inhibitors of human histone methyltransferase NSD2 | O96028 | NSD2 peptide methylation, AlphaScreen, 120 min | inhibition, % at 12.5 µM | hit rate 0.54% among 310,000; in the data active = inhibition above about 50%
SR-BI uptake up – activators of SR-BI mediated HDL lipid uptake; CHO ldlA[mSR-BI] cells, DiI-HDL uptake fluorescence, 3 h; 100 = double the neutral-control signal; activation, % at 12.5 µM; hit rate 0.096% among 320,000; AID 504775;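 active = mean replicate activation of at least 60% and every replicate at or above 60%; inconclusive = mean or all-replicate condition met, but not both; inactive = mean below 60% and not all replicates reaching 60%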;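 note: 0% = median plate neutral-control signal and 100% = twice that signal; values of inactives mirror those of a sister screen read the other way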
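Test system: SR-BI-overexpressing, LDLR-lacking CHO cells; Medium: Ham's F12 with 0.5% BSA, HEPES 25 mM, pH 7.4; Schedule: 3 h, 37 °C; Technique: bottom-read fluorescence, 550/595 nm.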
LANA DNA inh – KSHV C-LANA DNA binding inhibition; MBP-C-LANA/FAM-LBS DNA binding, fluorescence polarization; inhibition, % at 9 µM; hit rate 0.078% among 340,000;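 active = highest replicate inhibition at or above 60% at 9 µM, even if other replicates fall short; inactive = all replicates below 60% inhibition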;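 note: 0% = neutral control wells and 100% = 4 µM acridine orange control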
SR-BI HDL uptake – mouse SR-BI HDL lipid transfer inhibition; hit rate 0.96% among 320,000; Q61009; ldlA[mSR-BI] CHO cells, DiI-HDL uptake fluorescence, 3 h; inhibition, % at 12.5 µM;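 active = mean replicate inhibition of at least 70% and a set share of replicates each scoring 70 or more; inconclusive = meets just one of the two criteria; inactive = fails both criteria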;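 note: 0% = median of neutral control wells and 100% = median of positive control wells; values of inactives mirror those of a sister screen read the other way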
PKA-R2B activ – activates the human PKA-R2B holoenzyme complex; P22694+P31323; PKA-R2B holoenzyme dissociation, Cy5-IP20 fluorescence polarization; R2B truncated from residue 108, S112A mutant; 0% DMSO only, 100% 113 µM cGMP; activation, % at 11.4 µM; hit rate 0.079% among 340,000;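 active = activation above a cutoff set at the mean over all compounds plus 3 SD, cut at about 18% in these data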;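 note: higher means more holoenzyme dissociation and a rise in polarization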
Target sequence (P31323 whole entry, looked up, other chains not shown, the tested form may be a part): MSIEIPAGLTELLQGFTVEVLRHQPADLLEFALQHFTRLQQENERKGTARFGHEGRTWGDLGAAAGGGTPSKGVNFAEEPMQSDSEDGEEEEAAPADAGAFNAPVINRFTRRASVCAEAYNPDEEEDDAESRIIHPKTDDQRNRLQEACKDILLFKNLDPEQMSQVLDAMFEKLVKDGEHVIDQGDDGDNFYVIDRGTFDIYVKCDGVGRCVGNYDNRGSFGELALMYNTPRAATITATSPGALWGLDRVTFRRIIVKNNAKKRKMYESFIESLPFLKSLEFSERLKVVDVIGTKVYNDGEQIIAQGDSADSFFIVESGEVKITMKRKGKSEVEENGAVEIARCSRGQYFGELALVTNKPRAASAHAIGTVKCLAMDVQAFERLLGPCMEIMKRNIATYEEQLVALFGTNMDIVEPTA
Keap1-Nrf2 PPI – Keap1-Nrf2 (human) interaction inhibition; Q14145; Keap1 Kelch-Nrf2 peptide fluorescence polarization, 1536-well; inhibition, % at 9.4 µM; hit rate 0.15% among 340,000; AID 504523; in the data active = inhibition above about 12%; inconclusive = no clear call, values can overlap the other calls; inactive = below about 7.3%;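 note: human Keap1 Kelch domain with fluorescein labeled Nrf2 9mer peptide probe; 0% = neutral control wells and 100% = peptide positive control; higher means more block of Keap1 binding to Nrf2 peptide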
RTF Ca sens inh – cardiac RTF calcium desensitization | P19429+P45379 | IANBD-labeled cardiac RTF, Ca2+ fluorescence | inhibition, % at 7.15 µM | hit rate 0.12% among 340,000 | AID 493244;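 active = inhibition above the mean inhibition of all tested compounds plus 3 SD, cut at about 17% in these data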;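 note: assay run at fixed EC70 calcium of 1.6 mM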
PvdQ inh – P. aeruginosa PvdQ acylase inhibition; purified PvdQ acylase, fluorescence plate reader; AID 488965; inhibition, % at 10 µM; hit rate 0.063% among 340,000; in the data active = inhibition above about 30%, passing the limit was not always enough; inconclusive = no clear call, values can overlap the other calls;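 note: 0% = vehicle neutral wells and 100% = reference inhibitor wells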
* = called active by the depositor; u = inconclusive; x = not tested or not shown.

SMILES	DAGLB inhibitor	Arrestin-AP2 inh	NSD2 inh	SR-BI uptake up	LANA DNA inh	SR-BI HDL uptake	PKA-R2B activ	Keap1-Nrf2 PPI	RTF Ca sens inh	PvdQ inh
O=C(NCC1CCCO1)c1onc(CSc2ccccc2F)c1C(=O)O (centres undefined)	1	6	x	21	1.6	-21	-4	-3	9	-6
NC(=O)C1(N2CCCCC2)CCN(C2CC(=O)N(Cc3ccc(N4CCCC4=O)cc3)C2=O)CC1 (centres undefined)	0	-2	16	23	2.1	-23	-11	2	-3	-3
O=C1Cc2cc(NS(=O)(=O)c3ccc(F)cc3)cc3c2N1CCC3	-1	-1	1	-34	-0.4	34	-15	-1	-1	8
COc1cccc(NC(=O)c2cccs2)c1	-3	4	-5	-7	2.1	7	-1	4	3	-3
COc1ccc(CCNC(=S)NC(=O)c2cccc([N+](=O)[O-])c2)cc1OC	0	13	12	-14	-1.2	14	6	-7	-3	1
Cc1cc(C(F)(F)F)nn1CC(=O)NNC(=S)Nc1ccc(Cl)cc1	3	13	6	-1	-0.7	1	1	-3	2	12
O=C(CCN1CCCCCC1)Nc1ccc(F)cc1	2	-6	x	46	1.3	-46	5	0	-8	-6
O=C1NC(Nc2nc3ccccc3s2)(C(F)(F)F)C(=O)N1C1CCCCC1 (centres undefined)	0	19	-4	-13	0.2	13	-3	1	2	0
COCCCNC(=O)Nc1ccc2c(c1)N(C)C(=O)CS2	0	-12	0	-7	-2.4	7	-12	-3	1	-10
CC(=O)Nc1cccc(NC(=O)C(=O)Nc2ccc3c(c2)N(C(=O)C2CC2)CCC3)c1	1	-3	3	-54	x	54	-8	x	1	-10
O=C(CSc1nnc(SCc2cccc3ccccc23)s1)N/N=C/C=C/c1ccccc1[N+](=O)[O-]	-2	14	-3	-71	1.4	u	-1	1	4	9
Cc1ccc(NC(=O)CNCCCN2CCOCC2)cc1S(=O)(=O)N1CCCCC1	1	-2	-2	x	-0.1	x	-1	1	0	2
Cc1ccc2c(c1)NC(=O)C(CC(=O)O)O2 (centres undefined)	2	-2	x	12	0.3	-12	-11	2	-3	-20
CCn1nccc1C(=O)Nc1ccc(S(=O)(=O)NC23CC4CC(CC(C4)C2)C3)cc1	-2	6	-4	-37	1.4	37	-5	-5	-5	-7
O=C(COc1ccccc1)NC(Cc1c[nH]c2ccccc12)C(=O)O (centres undefined)	2	29	1	12	0.9	-12	-4	0	4	2
CCS(=O)(=O)N1CCN(c2ccnc3cc(Cl)ccc23)CC1	x	-20	-1	-7	-2.1	7	x	1	x	-15
COc1cc(OC)nc(N/N=C(\c2ccccc2)c2ccncc2)n1	-1	2	-3	-3	-0.1	3	1	-2	-14	-12
O=C(Nc1ccccc1)N1CCSCC1	-3	-6	2	19	1.6	-19	12	-7	1	-21
CCn1c(=S)[nH]c2c(c1=O)C(C)(C)Cc1ccccc1-2	-3	1	-1	23	-0.4	-23	-8	2	3	-16
O=C(CSc1ncccn1)Nc1ccc2c(c1)CCC2	-2	-18	-1	x	1.9	x	-2	0	-10	-14

Whole records as entered above.
Shown for Cc1ccc2c(c1)NC(=O)C(CC(=O)O)O2 (centres undefined) = DAGLB inhibitor = 2; Arrestin-AP2 inh = -2; NSD2 inh = x; SR-BI uptake up = 12; LANA DNA inh = 0.3; SR-BI HDL uptake = -12; PKA-R2B activ = -11; Keap1-Nrf2 PPI = 2; RTF Ca sens inh = -3; PvdQ inh = -20
Shown for O=C(CCN1CCCCCC1)Nc1ccc(F)cc1 = DAGLB inhibitor = 2; Arrestin-AP2 inh = -6; NSD2 inh = x; SR-BI uptake up = 46; LANA DNA inh = 1.3; SR-BI HDL uptake = -46; PKA-R2B activ = 5; Keap1-Nrf2 PPI = 0; RTF Ca sens inh = -8; PvdQ inh = -6

The list continues.
SMILES	DAGLB inhibitor	Arrestin-AP2 inh	NSD2 inh	SR-BI uptake up	LANA DNA inh	SR-BI HDL uptake	PKA-R2B activ	Keap1-Nrf2 PPI	RTF Ca sens inh	PvdQ inh
CCOc1ccccc1N1CCN(S(=O)(=O)c2ccc(F)c(F)c2)CC1	-6	6	-2	-13	1.4	13	-6	-3	-4	8
COc1cccc(COc2ncnc3sccc23)c1	0	1	x	16	0.7	-16	-7	-4	-7	-10
COc1ccccc1NC(=O)NN1CCCCC1	-2	-12	2	2	-1.1	-2	-4	-3	-9	-23
Cc1cc(Cl)ccc1NC(=O)CN1C(=O)NC2(CCCc3ccccc32)C1=O (centres undefined)	2	1	2	-16	-1.3	16	2	-3	7	-3
COCC(C)NC(=O)CCc1nnc(C2(c3ccc(Cl)cc3)CCC2)o1 (centres undefined)	-1	-1	2	19	0.1	-19	-1	-2	-7	-5
O=C(N/N=C\c1ccoc1)c1ccco1	-1	0	1	20	-0.6	-20	0	-3	-2	8
Cc1cc(C)n2nc(CNS(=O)(=O)c3ccc(F)c(C)c3)nc2n1	-3	2	x	17	-0.2	-17	16	1	-2	-13
CCN(CC)S(=O)(=O)c1cc(NC(=O)Cn2cnc3ccccc3c2=O)ccc1C	-2	-1	12	-19	-1.0	19	-6	-6	-5	6
S=C(NC1CCCCC1)N(CCc1ccccc1)CCc1ccccc1	-21	9	-3	-62	0.6	62	-11	-8	-10	23
CC(=O)Oc1ccc(C(=O)[C@H]2[C@H]3C(=O)N(c4cccc5ccccc45)C(=O)[C@H]3[C@@H]3C=CC=NN32)cc1	2	-2	1	-35	0.0	35	1	-2	-14	-5
CCOc1ccc(NS(=O)(=O)c2cc(NC(=O)CCS(=O)(=O)c3ccc(C)cc3)ccc2OC)cc1	-1	14	-1	x	-0.5	x	-4	2	0	6
CCOC(=O)[C@H]1[C@H]2COc3ccc(Br)cc3[C@H]2N2C(=O)CN(Cc3ccc(Cl)cc3)C(=O)[C@@]12C	-4	12	x	-28	-0.4	28	-14	0	-3	-1
C=C(C)CSc1nnc(-c2ccc(OC)cc2)n1N	-2	7	-2	-8	0.2	8	-8	-2	-3	-11
O=C(CCS(=O)(=O)Cc1ccccc1)Nc1ncc([N+](=O)[O-])s1	3	-5	-2	11	0.0	-11	1	2	-2	-17
O=C(COCc1nc2ccccc2c(=O)[nH]1)NCC1CCCCC1	0	3	18	6	-3.0	-6	-2	-3	8	-5
CCN(CC)CCNc1nc(SC)nc2sc3c(c12)CCN(C)C3	-7	15	62*	11	-5.4	-11	5	-1	-13	-8
CCNC(=O)c1ccc(NS(=O)(=O)c2ccccc2)cc1	2	11	-7	17	1.4	-17	-8	-7	-10	2
O=C(COC(=O)c1ccco1)NC(c1ccccc1)c1ccccc1	4	5	27	3	0.0	-3	8	4	7	6
Cc1ccc(NS(=O)(=O)c2cccc(C(=O)NCCc3c[nH]c4ccccc34)c2)c(C)c1	2	-8	0	-49	-0.2	49	-5	1	1	-11
CCOC(=O)N1CCN(C(=O)c2ccccc2CCc2ccccc2)CC1	-1	2	-3	-62	-0.9	62	5	0	-3	-15
CN(C)c1ccc(C(c2ccc(N(C)C)cc2)c2ccc([N+](=O)[O-])cc2)cc1	-5	13	6	-7	-3.0	7	-12	-1	0	2
Cc1ccc(-n2c(SCC(N)=O)nnc2-c2ccccn2)cc1	4	4	-4	1	-1.2	-1	-15	-1	-20	-11
CCOC(=O)[C@H]1[C@H]2COc3ccc(Br)cc3[C@@H]2N2C(=O)[C@H](C)NC(=O)[C@@]12C	-1	6	x	17	-0.3	-17	-11	-1	0	-12
CN(C(=O)CCN1C(=O)C(C)(C)Nc2ccccc21)c1ccccc1	0	7	0	21	1.7	-21	-4	-3	0	-10
CCOc1cc(C(=O)Nc2ccc(S(=O)(=O)Nc3cc(C)on3)cc2)cc(OCC)c1OCC	8	-2	-1	-6	0.1	6	2	0	-9	-6
CC1CCc2sc(C(=O)NCC3CCCO3)cc2C1 (centres undefined)	-1	-1	-2	18	-0.9	-18	-2	1	-12	-14
Cc1onc(-c2c(F)cccc2Cl)c1C(=O)OCC(=O)NCc1ccco1	-2	-1	1	1	0.4	-1	-2	-1	-9	1
CCCCOc1ccc(-c2n[nH]c(=S)n2Cc2ccccc2)cc1	-3	8	1	-2	-2.4	2	7	0	-1	-13
O=C(Nc1ccc(F)cc1F)c1cccc(C(=O)Nc2ccc(F)cc2F)n1	2	38	-2	-4	-0.6	4	-8	1	-5	-10
O=C(NCc1ccccc1F)C(=O)NCC1CCCN1S(=O)(=O)c1ccccc1 (centres undefined)	3	-2	-2	-13	-0.3	13	1	-7	2	-8
CC1(C)Cc2cccc(OCC(=O)Nc3cc(S(C)(=O)=O)ccc3Cl)c2O1	-4	0	-1	-28	-0.3	28	-3	-5	1	6
Cc1noc(C)c1CSCC(=O)Nc1ccc(Br)cc1Cl	-1	-12	-4	-10	-0.4	10	3	-5	-14	-14
O=C(CCc1ccccc1)NC1C2CC3CC(C2)CC1C3 (centres undefined)	-3	11	-1	5	-0.1	-5	-1	-6	-1	-12
O=C(Nc1nc2ccccc2s1)c1cc(-c2ccco2)nc2ccccc12	3	-1	4	-16	-0.1	16	3	-8	1	-23
CC1(C)C(=O)Nc2ccccc2N1C(=O)COC(=O)c1cccs1	0	22	15	35	0.7	-35	-4	1	-11	0
CCOc1ccc(CCNC(=O)CSC(=S)N2CCCC2)cc1OCC	-2	-2	-2	-1	0.6	1	-9	-3	0	-10
CSCCC(NC(=O)COc1ccccc1)C(=O)O (centres undefined)	1	-12	-1	31	0.1	-31	-3	-2	8	-8
CCC(Oc1ccccc1)C(=O)NCc1cccnc1 (centres undefined)	2	0	-5	5	-0.5	-5	-9	-2	-13	-6
COc1ccc2c(c1OC)C(=O)N(c1ccc(C)c(C)c1)C2=O	-3	26	-4	25	-0.8	-25	-4	-1	-7	-6
COc1ccc(/C=N/NC(=O)c2cccc([N+](=O)[O-])c2)cc1OS(=O)(=O)c1ccc(C)cc1	-1	-13	29	u	2.3	-80	6	3	-12	-10
CCOC(=O)C(C)CC(C)C(=O)N1CCOCCN(C(=O)C(C)CC(C)C(=O)OCC)CCOCC1 (centres undefined)	4	14	-2	7	0.0	-7	-10	2	-12	-4
NS(=O)(=O)c1cc(Cl)c(Cl)c(S(N)(=O)=O)c1	2	-4	x	12	-2.6	-12	-3	-2	5	-12
COc1cc(OC)cc(C(=O)N=c2sc3ccccc3n2C)c1	-8	-8	1	-61	0.7	61	-8	-4	-20	-8
COc1ccc(N2CCN(c3ccc(C(N)=O)cc3[N+](=O)[O-])CC2)cc1	2	37	1	-11	2.3	11	-13	0	10	7
CCOc1ccc(S(=O)(=O)Nc2ccccc2C(=O)N(C)C2CCN(C)CC2)cc1	0	6	1	5	-1.3	-5	3	-4	-1	-8
Cc1ccc2cc(COC(=O)C3CCCO3)c(=O)[nH]c2c1 (centres undefined)	0	21	-1	36	1.0	-36	7	-6	2	-10

Screens from PubChem BioAssay.
